# HCMV inh – inhibitors of human cytomegalovirus | HFF cells, HCMV-luciferase reporter, 72 h; hits give low values | activity change, negative = inhibition, % at 57.5 µM | 410,000 tested, 4.5% active | AID 1259415; in the data active = activity change below about -60%; inconclusive = no clear call, values can overlap the other calls; inactive = above about -39%
#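 Luciferase read-out from HCMV-luciferase-infected HFFs (MOI 1 PFU/cell) 72 h post infection at 37C; compounds added after 16 h cell attachment; activity normalized between buffer-only basal and Salinomycin (10uM) inhibitor controls.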
# Giardia FBPA inh – Giardia lamblia aldolase inhibition; purified Giardia FBPA; 290,000 tested, 0.71% active; Potency, µM (titrated, usually from 59.6 µM), for the others: at the highest dose activity, negative = inhibition, most hits filed as inhibitors; note: potency is the fitted concentration of half-maximal effect; nearly all actives have a fitted effect of over 55% in size
# Target sequence (A8B2U2 whole entry, looked up): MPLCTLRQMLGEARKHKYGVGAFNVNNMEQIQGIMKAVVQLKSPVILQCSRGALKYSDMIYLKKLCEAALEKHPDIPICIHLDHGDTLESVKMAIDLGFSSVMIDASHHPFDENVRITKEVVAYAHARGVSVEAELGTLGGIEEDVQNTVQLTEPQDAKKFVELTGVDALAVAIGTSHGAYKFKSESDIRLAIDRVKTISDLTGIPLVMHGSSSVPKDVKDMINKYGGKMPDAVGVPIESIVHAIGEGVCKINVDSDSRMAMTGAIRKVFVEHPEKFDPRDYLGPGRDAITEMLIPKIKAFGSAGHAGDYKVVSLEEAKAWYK
#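 Giardia FBPA (40 nM reagent) was preincubated 10 min at RT with compound (up to 57.5 uM final), then substrate plus GAPDH/TPI/NAD/arsenate coupling system with diaphorase/resazurin was added; resorufin fluorescence (525/598 nm) was read after 20 min.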
# AMA1-RON2 inh – disrupts binding of P. falciparum AMA1 to RON2; AlphaScreen AMA1-biotinylated RON2 peptide binding; Potency, µM (doses to about 58.2 µM), for the others: top-dose activity change, negative = inhibition, actives largely listed as inhibitors; 360,000 tested, 0.2% active;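 note: potency is the fitted concentration of half-maximal effect; 0% = vehicle wells and -100% = peptide control; nearly all actives have a fitted effect of over 45% in size; some results filed as inactive show a strong effect at the top dose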
#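 AMA1 (3D7) with his tag at 25 nM final met compounds first, then biotinylated RON2 peptide at 25 nM; detection used donor plus acceptor beads, 10 µg/mL apiece, read by AlphaScreen after 30 min at room temperature.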
# Sm TGR inh – S. mansoni TGR enzyme inhibition | purified TGR, DTNB reduction, TNB absorbance 405 nm | 360,000 tested, 3% active | Q962Y6 | Potency, µM (highest dose often 114 µM), for the others: top-dose activity change, negative = inhibition, usual class: inhibitors | AID 485364; note: potency is the fitted concentration of half-maximal effect; nearly all actives have a fitted effect of over 60% in size
#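 TGR 20 nM + NADPH 100 uM (dispensed conc.), cpd preinc 15 min RT; start with NADPH (500 uM addition) then DTNB (15 mM addition). Kinetic TNB absorbance, 405 nm filter. Four-parameter Hill fit across titration.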
# HCV inhibitor – blocks hepatitis C virus; Huh7.5.1 HCVcc-Cre infection, luciferase reporter, 44 h; Potency, µM (titrated, usually from 41.8 µM), without a hit: at the top dose activity change, negative = inhibition, usual class: inhibitors; 340,000 tested, 3.4% active; AID 651820; note: potency is the fitted concentration of half-maximal effect
#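 1,000 cells/well; 4 h culture; + compound; + HCVcc-Cre (~0.5 moi); 44 h; luciferase substrate, RT 15 min; read 15 sec.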
# AmpC inh detg – AmpC beta-lactamase inhibition with detergent present | AID 485294 | 370,000 tested, 0.041% active | P00811 | Potency, µM (highest dose often 114 µM), without a hit: at the highest dose activity change, negative = inhibition, actives largely listed as inhibitors | AmpC hydrolysis of nitrocefin, absorbance 480 nm, 0.01% Triton;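 note: potency is the fitted concentration of half-maximal effect; 0% = no-compound wells and -100% = no-enzyme wells; nearly all actives have a fitted effect of over 25% in size; some results filed as inactive show a strong effect at the top dose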
# Target sequence (P00811 whole entry, looked up): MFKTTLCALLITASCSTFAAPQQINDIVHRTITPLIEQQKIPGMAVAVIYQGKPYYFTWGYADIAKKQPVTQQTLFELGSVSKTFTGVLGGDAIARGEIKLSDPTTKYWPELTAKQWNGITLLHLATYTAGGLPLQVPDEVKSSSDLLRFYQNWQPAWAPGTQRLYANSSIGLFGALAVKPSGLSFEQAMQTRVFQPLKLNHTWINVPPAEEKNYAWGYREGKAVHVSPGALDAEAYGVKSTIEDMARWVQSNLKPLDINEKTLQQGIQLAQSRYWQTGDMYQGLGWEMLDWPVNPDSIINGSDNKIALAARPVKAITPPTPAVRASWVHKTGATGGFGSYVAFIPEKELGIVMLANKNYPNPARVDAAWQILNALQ
#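 AmpC (5.3 nM in the dispensed reagent) in 20 mM phosphate pH 7.0 with 0.01% (detergent screen) or 0.0001% Triton X-100 was preincubated with compounds for 15 min at room temperature. Nitrocefin was then added from an 800 uM solution, and hydrolysis was followed at 480 nm.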
# * hit, by the source's call; u = inconclusive; x = not tested or not shown; & = joins results of further samples; ! = repeats disagree; [ ] = another dose, or the depositor's remark. Unless noted, calls come from the whole dose curve; as a rule, active = well fitted curve in the direction sought with a large enough effect; inconclusive = small, poorly fitted or top-dose-only effect, or another doubt; inactive = no such curve, though single readings can be large; an effect the other way counts as inactive or inconclusive. Unless noted, % is set by controls: 0 for no effect and ±100 for the full control effect.
SMILES,HCMV inh,Giardia FBPA inh,AMA1-RON2 inh,Sm TGR inh,HCV inhibitor,AmpC inh detg
CC(=O)c1ccc(N2CCN(CC(O)COC(c3ccccc3)c3ccccc3)CC2)cc1 (configuration not stated),12,u,-20%,-1%,4µM*,u
OCC1(CCOc2ccccc2)CCN(Cc2ccc3cccc(F)c3n2)CC1,4,-3%,6%,-12%,1%,1%
Cc1ccc(Cl)cc1NC(=O)CSc1nc(C)c(C)c(C)c1C#N,-85*,x,x,9%,x,1%
CCCCN(C(=O)c1cc(=O)[nH]c2ccccc12)c1c(N)n(CCCC)c(=O)[nH]c1=O,36,-2%,-11%,-19%,13%,2%
O=C(c1cccc(F)c1)N1CCN(C2CCCCC2)CC1,12,-27%,-11%,u,15%,-14%
CCCn1nnnc1NCc1ccc(OC)cc1,-30,1%,-1%,-25%,12%,u
COc1ccccc1C(=O)N1CCN(C(=O)COc2cccc(C)c2)CC1,3,1%,-5%,-22%,5%,3%
O=C(CCN1C(=O)/C(=C/C=C/c2ccccc2)SC1=S)Nc1cccnc1,20,1%,-1%[2.32 µM],-2%,u,-9%
COc1ccc(N=N/C(=C\O)C(=O)c2cccs2)cc1,-92*,0%,-30%,12%,-10%,u
Fc1ccc(/C=N\Nc2cccc(F)c2)cc1,-19,1%,-8%,4%,5%,-14%
O=C(CCCn1ncn2c(cc3occc32)c1=O)N1CCc2ccccc2C1,-17,5%,-4%,-25%,2%,-15%
O=c1c2c3c(sc2nc2n1CCCCC2)CCC3,-31,4%,1%,-6%,-1%,-7%
O=C(COC(=O)c1nc(Cl)ccc1Cl)NCc1ccccc1,-7,0%,-8%,-9%,15%,-12%
O=C(Nc1c(O)c2ccccc2oc1=O)c1ccccc1Cl,1,x,x,-3%,x,11%
CC(=O)N1CCOc2ccc(S(=O)(=O)N(C)c3cccc(C)c3)cc21,-8,x,6%,-3%,u,2%
c1ccc(-c2ccc(-c3nc(-c4ccccn4)no3)cc2)cc1,-95*,-2%,60%[activator],-1%,u,-1%
Clc1ccc(Nc2ccc(Cl)nn2)cc1,1,-7%,6%,20%,-4%,u
CC(NC(=O)CSc1ccccc1)c1ccccc1 (configuration not stated),-5,-1%,-7%,0%,11%,-17%
Nc1ccc(SC(F)(F)F)cc1C(=O)c1ccccc1,-31,1%,-18%,-11%,-26%,-12%
O=c1cc(CSc2nnc(COc3ccccc3)o2)c2ccccc2[nH]1,2,8%,-6%,2%,12%,u
COc1cc(C2C(C#N)=C(N)N(N(C)C)C3=C2C(=O)CCC3)cc(OC)c1OC (configuration not stated),34,u,-2%,1%,0%,7%
Cc1ccc(NC(=O)COC(=O)c2c(C)nn(-c3ccccc3)c2C)cc1,-9,x,-6%,-9%,u,-8%
CCC(Oc1ccccc1)C(=O)N1CC(C)CC(C)C1 (configuration not stated),49,-3%,8%,1%,-1%,u
CC(=O)Oc1ccccc1-c1nc(/C=C/c2ccccc2)no1,78,5%,21%,1%,u,-1%
O=C(CCC(=O)OCC(=O)c1cccc([N+](=O)[O-])c1)NC1CCCCC1,13,4%,33%[activator],4%,4%,-3%
O=C1CCC(C(=O)N2CCSCC2)CN1CCc1cccc(F)c1 (configuration not stated),-18,8%,7%,-27%,13%,4%
CCNC(=S)N(CCN(C)C)Cc1cc2cc3c(cc2[nH]c1=O)OCO3,39,-1%,4%,10%,-4%,-15%
CC(=O)c1ccc2noc(-c3ccc(F)cc3)c2c1,u,-1%,30%,u,u,7%
Cc1cccc(C(=O)c2c(N)sc3c2CCC(C)C3)c1 (configuration not stated),-25,-13%,-14%,-15%,u,-8%
O=c1c2c3c(sc2nc2n1N=C(c1cccs1)CS2)CCCC3,77,-11%,-3%,-1%,15%,-16%

# The last two compounds of the part above open the next one.
SMILES,HCMV inh,Giardia FBPA inh,AMA1-RON2 inh,Sm TGR inh,HCV inhibitor,AmpC inh detg
Cc1cccc(C(=O)c2c(N)sc3c2CCC(C)C3)c1 (configuration not stated),-25,-13%,-14%,-15%,u,-8%
O=c1c2c3c(sc2nc2n1N=C(c1cccs1)CS2)CCCC3,77,-11%,-3%,-1%,15%,-16%
Cc1nn2c(-c3cccc(NC(=O)CSc4nc5ccccc5o4)c3)nnc2c2ccccc12,-4,6%,13%,-8%,u,-1%
N[C@@H]1CONC1=O,x,-7%,x,22%,x,0%
COC(=O)C1=C(c2ccc(S(C)(=O)=O)cc2)C[C@@H]2CC[C@H]1N2C(=O)NCCS(C)=O (some centres not stated),-13,x,-1%,x,0%,x
CCCc1nn2c(=O)c(C(c3ccc(C)cc3)c3c(O)nc4sc(CCC)nn4c3=O)c(O)nc2s1,21,12%,21%,u,16%,-2%
CCOc1ccc(NC(=O)CN(C)C(=O)Cn2cnc3c2c(=O)n(C)c(=O)n3C)cc1OCC,2,x,-8%,4%,9%,u
CCOc1ccc(NS(=O)(=O)c2ccc(C(=O)N(C)C)s2)cc1,-9,x,x,-14%,x,19%
COCCOC(=O)c1c(C)oc2ccc(OC(=O)c3ccc4c(c3)OCO4)cc12,-7,1%,-7%,-7%,-12%,-2%
CCOC(=O)c1nnn2c3ccccc3c(=O)n(C)c12,2,4%,10%,20%,-18%,-5%
CN(Cc1nc2ccccc2n1C)C(=O)c1cccs1,9,-3%,-13%,-12%,-5%,-1%
CCOC(=O)N1CCC(N2Cc3cccc(C(=O)Nc4cccc(F)c4)c3C2=O)CC1,-13,3%,-4%,2%,-20%,-8%
Cn1cc(C(=O)Nc2ccc(C#N)cc2)c2ccccc2c1=O,-67*!,-1%,7%,8%&-11%,-8%,u
Cc1ccc(S(=O)(=O)Nc2cccc3c2O[C@H](CN(C)Cc2ccc(-c4ccccc4)cc2)[C@@H](C)CN([C@H](C)CO)C3=O)cc1,-39,x,15%,x,u,x
COc1ccccc1OCc1nnc(SCC(=O)N2CCCC2)o1,58,4%,-10%,-3%,1%,-11%
CCOC(=O)C1=C(C)OC(N)=C(C(=O)OCC)C1c1ccncc1 (configuration not stated),25,5%,2%,0%,4%,-13%
COc1ccc(-n2cc(-c3ccccc3)c3c(NC4CCCCC4)ncnc32)cc1,45,x,x,-3%,x,-5%

# Two records drawn at random from those above, as already listed:
SMILES,HCMV inh,Giardia FBPA inh,AMA1-RON2 inh,Sm TGR inh,HCV inhibitor,AmpC inh detg
CCOC(=O)N1CCC(N2Cc3cccc(C(=O)Nc4cccc(F)c4)c3C2=O)CC1,-13,3%,-4%,2%,-20%,-8%
COc1cc(C2C(C#N)=C(N)N(N(C)C)C3=C2C(=O)CCC3)cc(OC)c1OC (configuration not stated),34,u,-2%,1%,0%,7%

# Following part:
SMILES,HCMV inh,Giardia FBPA inh,AMA1-RON2 inh,Sm TGR inh,HCV inhibitor,AmpC inh detg
CCOc1ccc2nc(NC(=O)CN3CCC(n4nnc5cc(C(F)(F)F)ccc54)CC3)sc2c1,35,-5%,12%,8%,-3%,-12%
COc1ccc(C(=O)C2CCCN(C(=O)c3cccc(Cn4cccn4)c3)C2)cc1F (configuration not stated),u,x,3%,36%[activator],-19%,5%
CC(=O)c1ccc(S(=O)(=O)N2CCN(C(C)=O)CC2)cc1,-5,6%,1%,-1%,2%,4%
CCOC(=O)c1ccccc1NC(=O)CCOc1ccccc1,-18,x,x,6%,x,16%
COc1ccc(NS(=O)(=O)c2ccc(C)c(C(=O)O)c2)cc1,-20,-7%,4%,-10%,5%,-15%
O=C(O)CN1C(=O)SC(Nc2ccc(C(=O)O)cc2)C1=O (configuration not stated),-2,0%,62%[activator],0%,24%,u
CCn1c(Cc2ccccc2)nnc1SCC(=O)Nc1ccccc1F,-39,-6%,-3%,x,7%,-9%
CN1CCN(NC(=O)c2cc(-c3ccccn3)nc3ccccc23)CC1,51,1%,44%[activator],5%,24%,-10%
Cc1cccc2sc(NC(=O)C3CCN(C(=O)c4ccco4)CC3)nc12,20,-16%,13%,-8%,11µM*,0%
COC(=O)c1cc(C(=O)c2ccc(C(C)(C)C)cc2)c[nH]1,-17,-3%,-1%,x,-26%,1%
CCOc1ccc(OCCCC(=O)N(C)CC(=O)Nc2ccccc2Br)cc1,-29,x,-4%,x,1%,x
CCOCC(=O)N1CCc2ccccc21,-19,2%,-5%,-30%,u,-12%
CC(=O)N1CCC(C(=O)NCCOc2ccc(C)cc2)CC1,-1,-10%,-3%,2%,19%,1%
Cc1cc(C)nc(SCCC(=O)Nc2ccccc2Cl)n1,-21,-2%,-3%,0%,-3%,2%
CC(C)(C)OC(=O)N[C@@H](Cc1ccccc1)C(=O)NCC1CCC(C(=O)N[C@@H](CCC(N)=O)C(=O)O)CC1 (some centres not stated),-7,-6%,17%,4%,28%,-3%

# Profiles, quoted from the list:
# COc1ccc(C(=O)C2CCCN(C(=O)c3cccc(Cn4cccn4)c3)C2)cc1F (configuration not stated) reads HCMV inh: u; Giardia FBPA inh: x; AMA1-RON2 inh: 3%; Sm TGR inh: 36%[activator]; HCV inhibitor: -19%; AmpC inh detg: 5%
# CCOc1ccc(OCCCC(=O)N(C)CC(=O)Nc2ccccc2Br)cc1 reads HCMV inh: -29; Giardia FBPA inh: x; AMA1-RON2 inh: -4%; Sm TGR inh: x; HCV inhibitor: 1%; AmpC inh detg: x

# Remaining list, next part
SMILES,HCMV inh,Giardia FBPA inh,AMA1-RON2 inh,Sm TGR inh,HCV inhibitor,AmpC inh detg
CCOc1ccc(/C(O)=C2/C(=O)C(=O)N(c3ccccn3)C2c2ccc(F)cc2)c(C)c1 (configuration not stated),-17,-7%,4%,-20%,0%,1%
CCCOc1ccc(C2C(=O)N(C3CCCCCC3)CC(=O)N2CCC2=CCCCC2)cc1OC (configuration not stated),-2,x,x,-5%,x,-10%
O=C(CCNC(=O)c1ccc(Cl)cc1)NC1CCCCCC1,39,x,-10%,-7%,-8%,-3%
COc1ccccc1CCNCc1cccc(C(F)(F)F)c1,-27,8%,-6%,-1%,5%,4%
CN(C)C(=O)c1cccn(Cc2cccc(C(F)(F)F)c2)c1=O,-21,4%,-9%,1%,19%,-3%
O=C1c2cccc3c(N4CCCCC4)ccc(c23)C(=O)N1c1ccccc1O,-96*,-6%,51%[activator],3%,u,5%
C(=C\c1ccccn1)/c1ccncc1,33,-10%,-5%,0%,15%,3%
Cc1cc(C(=O)N/N=C/C=C/c2ccc([N+](=O)[O-])cc2)n[nH]1,u,1%,17%,-14%,4%,-11%
COc1ccc2c(c1)c1ncn(CCN3CCCCC3)c(=O)c1n2C,17,-2%,-1%,4%,u,6%
C/C=C/c1ccc(OCC(=O)NCc2ccccc2OC)c(OC)c1,u,-8%,-17%,-5%,-14%,3%
Nc1ccn([C@@H]2O[C@H](COS(=O)(=O)O)[C@@H](O)[C@H]2O)c(=O)n1,6,x,4%,x,1%,x
